Source: PubChem BioAssay (Johns Hopkins Ion Channel Center)
CHT block: human CHT choline transport inhibition | AID 488975 | Q9GZV3 | CHT-expressing cells, membrane potential dye, choline response; active compounds read low | 0.86% of 310,000 active | B-score at 10 µM;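 active = B-score over 3 SD under the library average, and starting fluorescence ratio not unusually high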;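 note: choline stimulus applied at its EC90 after an EC20 pre-addition; B-score computed on integrated fluorescence ratio after choline addition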
Target sequence (Q9GZV3 whole entry, looked up): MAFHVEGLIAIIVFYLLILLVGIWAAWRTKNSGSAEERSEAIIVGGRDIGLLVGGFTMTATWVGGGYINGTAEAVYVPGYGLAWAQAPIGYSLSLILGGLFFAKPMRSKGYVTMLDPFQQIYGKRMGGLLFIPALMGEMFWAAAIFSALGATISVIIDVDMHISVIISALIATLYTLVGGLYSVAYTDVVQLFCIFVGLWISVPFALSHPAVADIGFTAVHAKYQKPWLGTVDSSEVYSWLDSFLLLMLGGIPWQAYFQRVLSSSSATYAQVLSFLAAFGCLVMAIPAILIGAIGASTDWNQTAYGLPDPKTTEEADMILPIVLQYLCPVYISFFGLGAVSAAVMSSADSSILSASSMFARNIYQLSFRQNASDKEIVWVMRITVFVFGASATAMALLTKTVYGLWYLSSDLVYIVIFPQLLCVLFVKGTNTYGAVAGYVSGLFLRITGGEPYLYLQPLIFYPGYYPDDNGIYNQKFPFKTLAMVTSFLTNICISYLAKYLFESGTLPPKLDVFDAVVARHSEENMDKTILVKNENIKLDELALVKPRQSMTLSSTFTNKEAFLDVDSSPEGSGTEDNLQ
Kir21 inh: inhibitors of mouse Kir2.1 inward-rectifier potassium channel; P35561; HEK293-Kir2.1, FluxOR thallium flux fluorescence; active compounds read low; B-score at 10 µM; 0.85% of 310,000 active;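 active = fluorescence ratio B-score at or below minus 3 SD of library scores, with starting-brightness B-score within 2 SD, cut at about -4.2 in these data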;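 note: channel flux triggered by added potassium and thallium sulfate stimulus; B-score of peak minus minimum fluorescence over baseline after thallium stimulus; more negative B-score means stronger Kir2.1 block with less thallium influx; some compounds called inactive have numbers as strong as hits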
Target sequence (P35561 whole entry, looked up): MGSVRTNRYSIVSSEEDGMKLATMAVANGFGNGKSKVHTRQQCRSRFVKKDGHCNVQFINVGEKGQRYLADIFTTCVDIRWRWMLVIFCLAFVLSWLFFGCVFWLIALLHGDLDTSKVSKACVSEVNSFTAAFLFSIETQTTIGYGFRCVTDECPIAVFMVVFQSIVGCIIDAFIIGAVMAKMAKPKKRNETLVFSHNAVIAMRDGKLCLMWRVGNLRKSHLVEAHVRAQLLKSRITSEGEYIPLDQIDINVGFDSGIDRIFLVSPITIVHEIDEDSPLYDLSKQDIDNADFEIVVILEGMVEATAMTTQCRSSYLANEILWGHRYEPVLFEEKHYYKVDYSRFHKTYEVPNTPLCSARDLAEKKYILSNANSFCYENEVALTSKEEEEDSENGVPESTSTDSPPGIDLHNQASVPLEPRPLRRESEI
KCNQ2 block: KCNQ2 channel blockers in CHO-K1 cells – cell-based, FluxOR thallium flux, B-score, primary screen (AID 2156); 1.1% of 310,000 active; 20 min; active compounds read low; B-score at 10 µM;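 active = fluorescence ratio B-score at most minus 3 library SDs, with starting brightness B-score within 2 library SDs, cut at about -5.5 in these data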
The depositor's hits bear a star; i = inactive.

SMILES	CHT block	Kir21 inh	KCNQ2 block
COc1ccc(NC(=S)N2CCC(C(O)(c3ccccc3)c3ccccc3)CC2)cc1	i	-0.33	i
COc1ccccc1CNC(=O)C1CCN(S(=O)(=O)N2CCCCC2)CC1	i	2.4	i
CCc1c(C(=O)NCc2cnn(C)c2)csc1C	i	1.4	i
COc1cccc(/C(O)=C2\C(=O)C(=O)N(c3ccccn3)C2c2cccc(OC)c2OC)c1 (stereo unspecified)	i	1.8	i
CCOCCn1c(N2CCN(c3ccc(OC)cc3)CC2)nc2c1c(=O)[nH]c(=O)n2C	i	0.15	i
Cc1cc(=O)[nH]c2c1c(C)nn2C1CCCCC1	i	-0.09	i
CCCC(C(=O)NC(C)(C)C)N(Cc1ccccc1Cl)C(=O)c1snc(C(N)=O)c1N (stereo unspecified)	i	-1.6	i
COc1cccc(CN(C)Cc2nc3cc(C(F)(F)F)ccc3c(=O)[nH]2)c1	i	1.1	i
N#Cc1c(NC(=O)/C=C/c2ccco2)sc2c1CCCC2	i	-0.13	i
c1ccc(-n2c(-c3cccs3)nc3nc4ccccc4nc32)cc1	i	-0.53	i
COc1ccccc1C(=O)Nc1c(C(=O)N(CCN(C)C)Cc2ccco2)oc2ccccc12	i	-3.7	-7*
COCCNC(=O)c1cccc(OC2CCN(Cc3ccccc3OCCO)CC2)c1	i	1.1	i
Cc1ccc(S(=O)(=O)n2cnc3ccccc32)cc1	i	-0.17	i
N#CC1(CCCN2CCCCC2)c2ccccc2CCc2ccccc21	i	-5.6*	i
CC(C)(C)c1cc(NC(=O)COC(=O)C2CC2)n(-c2ccccc2)n1	i	0.84	i
COCCN1C(=O)c2ccccc2C(C(=O)NCc2ccco2)C1c1c[nH]c2ccccc12 (stereo unspecified)	i	-0.13	i
CCN(Cc1ccc(C#CCCO)cc1)CC1CCCN(CCc2cccc(F)c2)C1 (stereo unspecified)	i	-6.7*	i
Cc1cc(C)cc(NC(=O)c2sc3nc(C)cc(C)c3c2N)c1	i	0.8	i
CCc1cc2c(=O)n(CC(=O)NCCc3ccc(OC)c(OC)c3)cnc2s1	i	-0.72	i
CCCSc1ccc([C@@H]2[C@@H]3C(=O)N(C)C(=O)[C@@H]3[C@]3(C(=O)OC)CCCCN23)cc1OC	i	1.1	i
S=C(N/N=C/c1ccc2ncccc2c1)Nc1cccnc1	i	1.9	i
COc1ccc(-n2nc3c(c2NC(=O)c2cc(Br)ccc2Cl)CS(=O)C3)cc1 (stereo unspecified)	i	-0.29	i
CN(C(=O)C1CCC(=O)N(CCc2ccc(Cl)cc2)C1)C1CCOCC1 (stereo unspecified)	i	0.36	i
CCOC(=O)c1sc(=S)n(-c2ccc(OC)cc2)c1C	i	-1.4	i
Oc1ccc(N2CCN(C(=S)NCCc3ccccc3)CC2)cc1	i	0.05	i
COc1ccc(CCNC(=O)CS(=O)Cc2nc(-c3ccccc3Cl)oc2C)cc1OC (stereo unspecified)	i	0.02	i
O=C(NCCCNc1ccc(C(F)(F)F)cc1[N+](=O)[O-])c1cc(F)c(F)cc1Cl	i	0.84	i
COc1ccccc1CNC(=O)CCNS(=O)(=O)c1cccc2nonc12	i	0.07	i
CN(CC(=O)NCCc1ccc(S(N)(=O)=O)cc1)c1ccccc1	i	-0.07	i
Cc1ccc2c(c1)NC(=O)C(CC(=O)NCCCN1CCN(c3cc(Cl)ccc3C)CC1)O2 (stereo unspecified)	i	0.7	i
Cc1ccc(Oc2ccc(NC(=O)CCC(=O)OCC(=O)c3cccs3)cc2)cc1C	i	-0.79	i
COc1ccccc1NC(=O)C1C2CCCCC21 (stereo unspecified)	i	-0.7	i
CN(CC(=O)N1CCN(c2cccc(Cl)c2)CC1)S(=O)(=O)c1cnc[nH]1	i	-0.85	i
CNC(=O)C1CC(=O)N(c2ccc(C)cc2)C1 (stereo unspecified)	i	0.76	i
Cc1ccc(OCCC(=O)OCC(=O)NCCc2ccccc2)cc1	i	-0.65	i
COc1cc(C=O)ccc1OCCSc1ccc(C)cc1	i	-0.03	i
COC(=O)c1ccccc1NC(=O)CSc1nc(C)cc(C)n1	i	-1.2	i
CCc1cc(OCCCCNCc2ccccc2)ccc1Cl	i	-11*	i
CCCCC(=O)OCC(=O)c1[nH]c(C)c(C(=O)OCC)c1C	i	-0.74	i
O=c1c(S(=O)(=O)c2ccc(Cl)cc2)cn(Cc2cccc(F)c2)c2ccc(F)cc12	i	-0.83	i
COC(=O)c1cc(OC)c(OC)cc1NCC(=O)Nc1cccc(C(F)(F)F)c1	i	-0.41	i
O=C(COC(=O)c1cc(Cl)ccc1O)NCCNC(=O)COC(=O)c1cc(Cl)ccc1O	i	0.95	i
Cn1c(CNC(=O)c2ccccc2)nnc1SCC(=O)N1CCN(c2ccccc2)CC1	i	-1.1	i
O=C(CCSc1ccccc1)Nc1nc2c(s1)COc1ccccc1-2	i	2.4	i
CC(C)(C)OC(=O)N1CCNc2ccccc2C1	i	-0.04	i
Cc1ccc(-c2nnn(C(C)C(=O)N3c4ccccc4CCc4ccccc43)n2)cc1 (stereo unspecified)	i	-0.91	i
CCCc1nnc(NC(=O)CCC(=O)Nc2ccc(Br)cc2)s1	i	-0.11	i
CC(Oc1ccc(Br)cc1)C(=O)N1CCc2ccccc21 (stereo unspecified)	i	0.51	i
CC1(C)CC(=O)C2=C(C1)N(c1cccnc1)C(N)=C(C#N)C2c1cccs1 (stereo unspecified)	i	-0.03	i
COc1ccccc1C(=O)NC(=O)COC(=O)c1ccco1	i	0.88	i
COc1ccc(S(=O)(=O)NC(C)C(=O)NCCN2CCOCC2)cc1Cl (stereo unspecified)	i	0.04	i
O=C(NCc1ccc(OC(F)(F)F)cc1)C12CN(Cc3ccccc3)CC1C(c1cccc([N+](=O)[O-])c1)=NO2 (stereo unspecified)	i	0.25	i
COc1ccc(CCNC(=O)C2CCN(C(=O)NC3CCCCC3)CC2)cc1	i	1.6	i
CC(C)(C)n1nnnc1CN(Cc1cccnc1)Cc1ccccc1Cl	i	0.03	i
CC(C)CNC(=O)c1cc(-c2ccc(Br)cc2)on1	i	1.4	i
Cn1cc(S(=O)(=O)c2ccccc2)c(=O)c2cc(Cl)ccc21	i	0.89	i
O=C(NCc1ccc(S(=O)(=O)NC2CCCCC2)s1)c1ccccc1	i	-0.84	i
O=C(c1ccco1)N1N=C(c2ccccc2)CC1c1ccc2nccnc2c1 (stereo unspecified)	i	-0.39	i
Cc1cccc(CN2C(=O)N/C(=C/c3ccc(C)s3)C2=O)c1	i	0.16	i
Cc1cc(C)c(S(=O)(=O)c2ccccc2)c(N(C)C)n1	i	-2.6	i

The closing four entries of the part before lead into the next:
SMILES	CHT block	Kir21 inh	KCNQ2 block
O=C(NCc1ccc(S(=O)(=O)NC2CCCCC2)s1)c1ccccc1	i	-0.84	i
O=C(c1ccco1)N1N=C(c2ccccc2)CC1c1ccc2nccnc2c1 (stereo unspecified)	i	-0.39	i
Cc1cccc(CN2C(=O)N/C(=C/c3ccc(C)s3)C2=O)c1	i	0.16	i
Cc1cc(C)c(S(=O)(=O)c2ccccc2)c(N(C)C)n1	i	-2.6	i
COc1ccc(NC(=O)CSCc2cc(=O)n3c(C)csc3n2)cc1	i	1.7	i
O=c1cc[nH]c2cccc(Cc3ccccc3)c12	i	-0.95	i
COC(=O)c1c(NC(=O)CC2Nc3cc(C)c(C)cc3NC2=O)sc(C)c1C (stereo unspecified)	i	-0.85	i
Cc1cccn2c(CNCC3OCCc4ccccc43)c(C(=O)N3CCCCC3)nc12 (stereo unspecified)	-6.6*	-0.35	i
O=C(Cc1c(O)c2ccccc2[nH]c1=O)OC1CCCCC1	i	1.3	i
Cc1nc2nc(-c3cccs3)cn2nc1C	i	-4	i
COc1ccc2nc(SC)cc(C)c2c1	i	-0.58	i
CC(=O)c1ccc(Nc2c([N+](=O)[O-])ccc3nonc23)cc1	i	1.3	i
Cc1nc2c(-c3ccc(F)cc3)cnn2c(N)c1-c1ccc(F)cc1	i	0.89	i
CCOc1ccccc1NS(=O)(=O)c1c(C)noc1C	i	-1.5	i
O=C(c1cccc([N+](=O)[O-])c1)N1CCN(Cc2ccccc2)CC1	i	-1.2	i
O=C(N/N=C/c1cccnc1)c1ccc([N+](=O)[O-])cc1	i	-0.5	i
COc1ccc(/C=N/NS(C)(=O)=O)c(OC)c1	i	0.2	i
COc1ccccc1N1CCN(C(=O)c2cccc(N3C(=O)C4C5C=CC(C5)C4C3=O)c2)CC1 (stereo unspecified)	i	1.4	i
Cc1ccc(C)c(NC(=O)CN(C)C(=O)CSCc2c(C)noc2C)c1	i	-0.1	i

Full records, looked up by structure.
O=C(c1cccc([N+](=O)[O-])c1)N1CCN(Cc2ccccc2)CC1 reads CHT block = i; Kir21 inh = -1.2; KCNQ2 block = i
CCOc1ccccc1NS(=O)(=O)c1c(C)noc1C reads CHT block = i; Kir21 inh = -1.5; KCNQ2 block = i

Following part
SMILES	CHT block	Kir21 inh	KCNQ2 block
Cc1cccc(C(CC(=O)NCCc2ccccc2)c2ccccc2)c1O (stereo unspecified)	i	-1.1	i
COc1cccc(C(=O)OCn2nnc3ccccc3c2=O)c1OC	i	-0.68	i
CCn1c(O)c(C=NCCN2CCOCC2)sc1=S	i	0.37	i
CCn1c(-c2nn(-c3ccc(C)cc3)ccc2=O)n[nH]c1=S	i	-2	i
COc1ccc(NC(=O)Cn2c(=O)cnc3ccccc32)cc1S(=O)(=O)N1CCCCC1	i	-0.15	i
O=CN/N=C/c1c(O)ccc2ccccc12	i	-4.1	i
COc1cccc(NC(=O)Nc2nccc(C)n2)c1	i	-3.6	i
COC(=O)[C@H](Cc1ccccc1)NC(=O)NCCc1ccccc1F	i	0.02	i
OCCNc1nc(N2CCN(c3ccccc3)CC2)nc2ccccc12	i	-2.2	i
CC1CCCC(C)N1CCCNC(=O)c1ccc2nc(N3CCCCC3)sc2c1 (stereo unspecified)	i	-1	i
COc1ccc(N(C)S(=O)(=O)c2c(C)noc2C)c(OC)c1	i	-1.5	i
O=C(Nc1ccc(OC(F)F)c(Cl)c1)[C@@H]1CCCN1C(=O)c1cccs1	i	-0.17	i
CCOC(=O)c1[nH]c(=O)[nH]c1CNc1ccccc1C#N	i	-0.05	i
COc1ccc(NC(=O)NC2CCN(C(C)C)CC2)c(OC)c1	i	1.7	i
Fc1cccc(CSc2ccc(-c3ccco3)nn2)c1	i	0.29	i

Ordered by molar mass (rising): part of the list above.
SMILES	CHT block	Kir21 inh	KCNQ2 block
CCOC(=O)c1[nH]c(=O)[nH]c1CNc1ccccc1C#N	i	-0.05	i
CCn1c(O)c(C=NCCN2CCOCC2)sc1=S	i	0.37	i
COC(=O)[C@H](Cc1ccccc1)NC(=O)NCCc1ccccc1F	i	0.02	i
OCCNc1nc(N2CCN(c3ccccc3)CC2)nc2ccccc12	i	-2.2	i
CC1CCCC(C)N1CCCNC(=O)c1ccc2nc(N3CCCCC3)sc2c1 (stereo unspecified)	i	-1	i

Later entries
SMILES	CHT block	Kir21 inh	KCNQ2 block
COc1ccc(NC(=O)COC(=O)COc2ccc(Br)cc2)cc1	i	-0.22	i
Cc1ccccc1N(CC(=O)NCc1ccco1)C(=O)CCC(=O)Nc1nccs1	i	-0.06	i
O=C(CCC(=O)c1ccccc1)Nc1ccc(C(=O)O)cc1	i	1.1	i
O=C(COC(=O)c1ccccc1)Nc1ccc(Cl)cn1	i	1	i
CCc1nnc(NC(=O)C2CC(=O)N(c3ccc4c(c3)OCCO4)C2)s1 (stereo unspecified)	i	1.1	i
CC(NC(=O)c1ccccc1F)C(=O)O (stereo unspecified)	i	-0.64	i
Cc1ccc(NC(=O)c2ccc(NCC3CCCO3)c([N+](=O)[O-])c2)cc1Cl (stereo unspecified)	i	0.97	i
Cc1cc(=O)oc2c3c(cc(OCC(=O)Nc4ccc(CCO)cc4)c12)OC(C)(C)CC3	i	-1.7	i
Cc1ccc(OCC(=O)N/N=C/c2cccn2C)cc1	i	1.3	i
O=C(N/N=C/c1ccc([N+](=O)[O-])o1)c1ccncc1	i	1.7	i
O=S(=O)(c1ccccc1)n1c(C(O)c2ccccn2)cc2ccccc21 (stereo unspecified)	i	-0.98	i
CC1(C)c2[nH]c3ccccc3c2C[C@@H]2C(=O)N(Cc3ccccc3Cl)C(=O)N21	i	-1.2	i
COc1ccc(OC)c(S(=O)(=O)n2cnc3ccccc32)c1	i	0.32	i
Cc1onc(C(=O)Nc2ccc3c(c2)OCO3)c1[N+](=O)[O-]	i	0.79	i
Cc1cccc(S(=O)(=O)C(C#N)c2nc3ccccc3nc2N2CC(C)OC(C)C2)c1 (stereo unspecified)	i	1.4	i
CC(CC(=O)NC(C)c1ccc2c(c1)OCCO2)c1ccccc1 (stereo unspecified)	i	0.62	i
O=[N+]([O-])/C=C/c1cn(Cc2ccc(Cl)cc2)c2ccccc12	i	-5.7*	i
COCCn1c(SCC(=O)N(C(C)C)C(C)C)nnc1-c1cc2ccccc2cc1O	i	1.5	i
Cn1c(=O)c(-[n+]2ccccc2)c([O-])c2ccccc21	i	-0.49	i
CCC1CSC(Nc2ccc(C(=O)/C=C/c3ccc(Br)cc3)cc2)=N1 (stereo unspecified)	i	-0.36	i
O=C1CCC2(C(=O)O)Sc3ccccc3N12 (stereo unspecified)	i	-1.3	i
COc1cccc(N(C(=O)Cn2nnc(-c3cccs3)n2)C(C(=O)NC(C)C)c2ccc(C)o2)c1 (stereo unspecified)	i	2.7	i
CN(C)c1c(N)c(=O)oc2ccccc12	i	1.5	i
CC(=O)Nc1ccc(OCCC[n+]2cccc(C(=O)[O-])c2)cc1	i	1.1	i
